Bioassay records from PubChem BioAssay.
FLuc inhib CS: inhibits firefly luciferase, flagging false hits in luciferase inhibition screens; P08659; ATPLite firefly luciferase biochemical luminescence, 10 min; inhibition, % at 10 µM; hit rate 1.5% among 200,000; AID 1006;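 active means inhibition above about 50% when tested at 10 µM, limit read from the data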
Target sequence (P08659 whole entry, looked up): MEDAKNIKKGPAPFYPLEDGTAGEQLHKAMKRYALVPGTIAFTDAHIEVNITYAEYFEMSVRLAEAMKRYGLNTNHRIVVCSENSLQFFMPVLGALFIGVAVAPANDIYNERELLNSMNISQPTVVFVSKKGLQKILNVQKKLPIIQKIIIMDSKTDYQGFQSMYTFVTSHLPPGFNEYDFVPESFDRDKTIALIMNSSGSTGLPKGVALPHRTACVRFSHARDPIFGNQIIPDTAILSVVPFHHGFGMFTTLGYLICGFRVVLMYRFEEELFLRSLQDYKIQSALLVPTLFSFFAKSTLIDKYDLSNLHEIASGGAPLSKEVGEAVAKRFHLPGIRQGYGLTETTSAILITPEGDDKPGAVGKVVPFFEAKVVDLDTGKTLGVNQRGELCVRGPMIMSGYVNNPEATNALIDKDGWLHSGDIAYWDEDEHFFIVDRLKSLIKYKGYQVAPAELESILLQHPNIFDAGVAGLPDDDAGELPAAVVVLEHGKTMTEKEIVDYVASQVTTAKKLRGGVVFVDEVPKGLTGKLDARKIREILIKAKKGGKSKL
bIAP activator: intestinal alkaline phosphatase (bovine) activation. activation factor at 20 µM. purified bovine IAP, CDP-star luminescence, 30 min; active compounds read high; fold of DMSO-control signal, blank-subtracted. hit rate 0.17% among 200,000;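 active means activation factor of 2 or more at 20 µM, a signal rise over negative controls twice the positive control's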
NF-kB neuron act: raises NF-kB expression in human neuronal cells; AID 1239; NF-kB reporter expression; active compounds read high; fold change at 12.5 µM; hit rate 1.6% among 190,000; in the data active means fold change above about 3.3
FLuc act counter: affects firefly luciferase, flagging false hits in luciferase stimulation screens; AID 1027; 200,000 tested, under 10 active; ATPlite luciferase biochemical, luminescence, 10 min; 0 = ATP-free wells, 1 = DMSO control; activation factor at 10 µM;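 active means luciferase activation factor, scaled between plate controls, of at least 2 with compound at 10 µM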
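test system = cell-free luciferase reagent | medium = PBS as buffer for the ATP substrate | dosing = test compounds dosed from 2 mM stocks in 100% DMSO | incubation = 10 min at ambient temperature | detection = luminescence measurement of luciferase light output | benchmarks = low control with PBS replacing ATP, high control enzyme plus ATP without compound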
TNAP inh noacc: TNAP (human) inhibition, acceptor-free conditions | purified TNAP, CDP-star luminescence, 30 min | inhibition, % at 20 µM | hit rate 0.26% among 200,000;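 active means tissue-nonspecific alkaline phosphatase inhibition above about 50% at 20 µM in the single-dose screen, limit read from the data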;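 further: 0% = DMSO negative control and 100% = EDTA positive control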
PMI act satM6P: activators of human phosphomannose isomerase at near-saturating mannose 6-phosphate | coupled PMI enzyme assay, resazurin fluorescence, 20 min; active compounds read high; 1 = untreated enzyme, 0 = substrate-free blank | activation factor at 20 µM | hit rate 0.34% among 190,000 | AID 1216;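 active means activation factor of 2 or more at 20 µM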
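Test system: human phosphomannose isomerase with PGI, G6PDH, diaphorase coupling enzymes; amount: 15 ng/mL PMI; incubation: enzyme reaction with compound 20 min at room temperature; technique: resorufin fluorescence (Ex 544/Em 590 nm) from resazurin via diaphorase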
APP 5'UTR act: activates APP 5'UTR luciferase reporter | hit rate 1% among 190,000 | SH-SY5Y APP 5'UTR luciferase reporter, luminescence; zero percent = DMSO vehicle wells | activation, % at 2 µM | AID 1276;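 active means activation above a set limit, based on mean plus 3 SD of controls, cut at about 140% in these data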; further: values of inactives mirror those of a sister screen read the other way
TNAP inh hiacc: TNAP (human) inhibition, high acceptor. purified TNAP, CDP-star luminescence, 1 M DEA. hit rate 0.03% among 200,000. inhibition, % at 20 µM;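 active means over 50% inhibition of tissue-nonspecific alkaline phosphatase at 20 µM in the single-dose screen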;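 further: plate controls were DMSO wells for no effect and EDTA-quenched wells as full inhibition for full effect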
PMI act: phosphomannose isomerase (human) activation; activation factor at 20 µM; hit rate 0.005% among 190,000; AID 1214; P34949; purified human PMI, coupled resazurin fluorescence, 20 min; active compounds read high; 1 = vehicle control, 0 substrate-free wells;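 active means activation factor of 2 or more at 20 µM, relative to plate controls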
TNAP act hi DEA: TNAP (human) activation, high acceptor; activation factor at 20 µM; P05186; AID 1136; purified TNAP, CDP-star luminescence, 1 M DEA, 30 min; active compounds read high; 0 = EDTA background, 1 = DMSO-only activity; 200,000 tested, under 10 active;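 active means activation factor at least 2 at 20 µM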
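Measured by: Luminescent substrate turnover signal | Test system: Human TNAP | Input: TNAP 1/800 final | Dosing: 20 µM single point | Schedule: 30 min, room temperature | Controls: EDTA wells as negative control, DMSO wells as positive control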
* hit, by the source's call; / = not tested or not shown.

mol	PMI act satM6P	TNAP act hi DEA	APP 5'UTR act	TNAP inh noacc	FLuc inhib CS	FLuc act counter	NF-kB neuron act	TNAP inh hiacc	bIAP activator	PMI act
O=C(CCc1nc2ccccc2c(=O)[nH]1)NCc1ccco1	0.9	1	2	-4	0	1	1.4	-3	1.1	1
O=C(NCCN1CCCCCC1)c1ccc(CS(=O)(=O)c2ccc(Br)cc2)o1	1	1	-2	6	-3	1	1.4	-3	1.1	1
Cc1ccc(NC(=O)C2CC(=O)NC(Nc3cccc(C)c3)=N2)cc1 (stereo not given)	1	1	-16	-9	-2	1	1	-3	1.3	0.9
CN(C)c1ccc(-c2nn3c(-c4cccnc4)nnc3s2)cc1	1	1	/	-12	-1	1	/	-3	1.1	0.9
CN1CCN(C(=O)c2sc(=S)n(-c3ccccc3)c2N)CC1	1	1	-2	-14	-6	1.1	0.88	1	1	1
CNNC(=O)C(C)NC(=O)c1ccc(Br)cc1 (stereo not given)	0.9	1	8	-11	-5	1.1	1.1	-2	0.9	1
Cc1ccc(NC(=O)O/N=C/c2cccc([N+](=O)[O-])c2)cc1	0.9	1	19	-12	20	0.8	0.91	-3	1	0.9
O=C(N1CCN(c2ccc(F)cc2)CC1)C1(c2cccs2)CCOCC1	1.1	1	10	-24	1	1	0.9	0	0.8	1
CC(NC(=O)Nc1ccccn1)N1C(=O)C2C3C=CC(C3)C2C1=O (stereo not given)	1	1	-6	-13	-6	1.1	1	-5	0.9	1
CCn1ncc(/C=N\NC(=O)COc2ccccc2)c1C	1	1.1	-3	-8	6	0.9	1.1	-5	1	1
COc1ccc(Oc2c(Cl)cnn(-c3ccc(C)cc3)c2=O)cc1	0.9	1	-13	-9	-6	1.1	1.1	0	0.8	0.9
O=C(COC(=O)C12CC3CC(CC(O)(C3)C1)C2)NC(=O)NCc1ccco1	1	1.1	24	-5	-10	1.1	1.1	-10	0.9	1.1
CCOC(=O)CNC(=O)N1CCCC(CNS(=O)(=O)Cc2ccccc2)C1 (stereo not given)	1	1.1	22	-5	-7	1.1	1	-6	1	1
Cc1cc(=O)n(-c2ccc(C(=O)O)cc2)[nH]1	1.1	1	-8	-12	-9	1.1	1	-4	1	1.2
CCCCN(C)C(=O)c1nc2ccccn2c1CN1CCN(C/C=C/c2ccccc2)CC1	1	1.1	-9	-8	-5	1.1	1.1	-6	1.4	0.9
CC(=O)N1CCN(C(=S)NC(=O)c2ccc(S(=O)(=O)N3CCOCC3)cc2)CC1	1	1	19	-8	1	1	1.1	-4	0.9	1
CCOC(=O)CC(NC(=O)c1ccco1)c1ccccc1Cl (stereo not given)	1	1.1	10	-13	-6	1.1	1	-9	1	1
O=C(CSc1ccc(F)cc1)NC1CCCCC1	0.9	1	36	-10	-4	1	2	-3	1.1	0.9
OC(CNCc1ccc(Cl)c(Cl)c1)c1ccccc1 (stereo not given)	0.9	1.1	-1	-6	-8	1.1	0.86	-5	0.9	0.9
Cc1sc2nc(C3CC3)nc(NCCNS(=O)(=O)c3ccccc3)c2c1C	0.9	1	-17	-12	2	1	0.98	-2	0.9	0.9
c1ccc(-n2cnnc2SCc2cn3ccccc3n2)cc1	1	1.1	-8	-4	-9	1.1	0.95	-6	1	1
CCOc1cc(/C=N/O)cc(Br)c1OCc1ccc(Cl)cc1	0.9	1	4	-1	-3	1	1.2	-4	0.9	0.8
COC(=O)CNC(c1ccccc1)c1cc(C)ccc1NC(=O)c1cccc(Cl)c1 (stereo not given)	0.9	1	7	-5	1	1	0.63	-2	0.9	0.9
CCCCCc1c(C)nc(Nc2ccc(F)cc2)[nH]c1=O	1	1	-9	2	-2	1	1.2	0	0.8	0.9
Cc1ccc(C)c(S(=O)(=O)NCc2ccc(C(=O)N3CCN(C)CC3)cc2)c1	1.1	1.1	26	1	0	1	1.2	-5	1	1
Cc1ccccc1N1CCN(C2=NC(=O)/C(=C/c3cn[nH]c3-c3ccccc3)S2)CC1	1	1	1	-11	-1	1	1.1	3	1.1	0.9
Cc1onc(-c2ccccc2)c1C(=O)NCCc1ccc(Cl)cc1	1.1	1.1	-3	-1	-7	1.1	0.96	-8	0.9	1.2
CC(Oc1ccc(Cl)cc1Cl)c1nc(-c2ccc(NC(=O)c3cccnc3)cc2)no1 (stereo not given)	0.8	1	6	-8	-7	1.1	0.37	-4	0.8	0.8
CCC(c1nnnn1Cc1ccccc1)N1CCN(c2ccc(OC)cc2)CC1 (stereo not given)	0.9	1.1	82	-14	-4	1	0.9	-7	1.1	1
Cc1ccc(NC(=O)CN2C(=O)S/C(=C\c3cccn3-c3cccc(C(=O)O)c3)C2=O)cc1C	1	1	-2	-4	0	1	1.2	-3	1	1
CN(C)c1nc2n(c(=S)n1)CCS2	1	1.1	29	-18	-6	1.1	1.2	-8	0.8	1
CCCOc1ccc(C(=O)N2CCCC2)cc1OC	1	1	6	-4	-9	1.1	1.4	-4	1	1
CC(=O)Nc1cccc(NC(=O)c2ccc(C)c([N+](=O)[O-])c2)c1	1	1	-3	-9	3	1	1.4	2	1	1
CCOC(=O)c1c(C)[nH]c(C(=O)CN2C(=O)C(=O)N(CC(C)C)C2=O)c1C	1	1.1	9	-17	-3	1	1.2	-5	1	1
O=C(CCc1nnc(CCCc2ccccc2)o1)NCCc1ccco1	0.9	1	7	-2	1	1	1.9	4	1	1
Oc1ccccc1C1N=C(c2ccccc2)NC(c2ccccc2)=N1	1	1.1	6	-4	-2	1	0.96	-8	1.1	1
CC1(C(=O)N(CC(=O)NC2CCCC2)Cc2ccco2)CC(=O)N=C2C=CC=CN21 (stereo not given)	0.9	1	10	-12	-7	1.1	1.1	-4	0.9	0.9
CCc1ccc(OCC(=O)Nc2cccc3nsnc23)cc1	0.7	1.1	-11	-7	8	0.9	1	-8	1	0.8
CCN=C(NCC)SC1CC(=O)N(c2cccc(OCC)c2)C1=O (stereo not given)	1	1	2	-5	-2	1	0.9	0	1	1
C=CCn1c(C)csc1=Nc1ccc(C(=O)O)cc1	1.1	1	-6	-11	-8	1.1	1.1	-5	1	1.2

Some of the entries so far, with two lines to a compound.
Second line of a record – PMI act satM6P | TNAP act hi DEA | APP 5'UTR act | TNAP inh noacc | FLuc inhib CS | FLuc act counter | NF-kB neuron act | TNAP inh hiacc | bIAP activator | PMI act
CCOC(=O)CC(NC(=O)c1ccco1)c1ccccc1Cl (stereo not given)
 : 1 | 1.1 | 10 | -13 | -6 | 1.1 | 1 | -9 | 1 | 1
CC(=O)Nc1cccc(NC(=O)c2ccc(C)c([N+](=O)[O-])c2)c1
 : 1 | 1 | -3 | -9 | 3 | 1 | 1.4 | 2 | 1 | 1
CCOC(=O)CNC(=O)N1CCCC(CNS(=O)(=O)Cc2ccccc2)C1 (stereo not given)
 : 1 | 1.1 | 22 | -5 | -7 | 1.1 | 1 | -6 | 1 | 1

(further entries)
mol	PMI act satM6P	TNAP act hi DEA	APP 5'UTR act	TNAP inh noacc	FLuc inhib CS	FLuc act counter	NF-kB neuron act	TNAP inh hiacc	bIAP activator	PMI act
COc1c(F)c(F)c(C(=O)Nc2ccc(-c3nc4ccccc4[nH]3)cc2)c(F)c1F	1	1.1	33	-5	-8	1.1	1.1	-6	0.9	1
CCOC(=O)N1CCN(C(=O)c2cnc(Nc3ccccc3OC)c3ccccc23)CC1	1	1	13	-9	-1	1	0.6	-4	1.1	0.9
COc1ccc(NC(=S)N2CCN(C(=O)C3CCCO3)CC2)c(OC)c1 (stereo not given)	0.9	1	-7	-4	-3	1	1.4	-3	0.5	1
O=[N+]([O-])c1ccc(N2CCN(C(=S)NC3CCCCC3)CC2)cc1	1	1	1	1	-2	1	0.9	3	0.6	0.9
CC(=O)Nc1ccc2c(c1)C(=O)c1ccccc1C2=O	1.7	1	186*	0	46	0.5	3.9*	5	1	1.3
CCCCOC(=O)c1ccc(NC(=O)CSc2nncn2C)cc1	0.9	1	-3	-4	6	0.9	1.4	-2	1	1
Cc1cccc(-n2cnc(C(=O)NNC(=S)Nc3ccc(Cl)cc3)c2)n1	1	1	17	-115	-4	1	0.68	1	1.2	0.9
Cn1c(N)c(C(=O)COC(=O)CCC2CCCC2)c(=O)n(C)c1=O	1	1	15	-10	-1	1	0.97	-2	1	1
CCc1nnc(NS(=O)(=O)c2ccc(NC(=O)/C=C/c3ccccc3Cl)cc2)s1	1	1	14	-6	-3	1	1	-4	1	1
CCOc1cc2[nH]c(=O)n(CCC(=O)N3CCN(c4ccccc4OC)CC3)c(=O)c2cc1OCC	1	1.1	1	0	-7	1.1	0.81	-8	1	1.1
CC1(C)Cc2noc(N)c2C(C)(C)N1OC(=O)c1ccco1	1.1	1	10	-4	-8	1.1	1.5	-4	0.9	1.1
O=C(COC(=O)c1ccc(F)cc1)Nc1nc2ccc([N+](=O)[O-])cc2s1	1	1	6	0	-3	1	/	4	1	1
O=C(CC1C(=O)NCCN1Cc1ccc(F)c(F)c1)NCCCn1ccnc1 (stereo not given)	0.8	1.1	16	-13	-3	1	1.3	-10	1.2	1
C/C(=C\c1ccco1)CN1CCN(Cc2ccc(C)o2)C(CCO)C1 (stereo not given)	0.8	1.1	2	-12	-3	1	0.96	-8	1.1	0.9
COc1ccc(NC(=O)COC(=O)CNC(=O)C2CCCCC2)cc1	1	1	10	-5	-2	1	1.1	-2	1.3	1.1
